TPT1 inhibitor: Candida albicans TPT1 enzyme inhibitors, primary screen, biochemical, fluorescence polarization; tRNA 2'-phosphotransferase TPT1 (Candida albicans SC5314); recombinant caTPT1, FP RNA substrate dephosphorylation; inhibition, % at 5 µM; 0.81% of 300,000 active;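 active = inhibition above the mean of all tested compounds plus 3 SD, set per screening campaign, cut at about 24% in these data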;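 also: plate controls were DMSO alone for no effect and ferristatin control at 100 nM for full effect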
core dimer inh: inhibitors of HCV core protein dimerization, primary screen, biochemical, TR-FRET, high-throughput; AID 1899, 2009; TR-FRET GST/Flag-core106 dimerization, 1536-well; inhibition, % at 5 µM; 0.33% of 300,000 active;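 active = inhibition above the mean of all tested compounds plus 3 SD, set per screening campaign, cut at about 45% in these data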
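System: GST-tagged and Flag-tagged HCV core protein residues 1-106 / Input: core106 proteins, GST 13.5 nM and Flag 17 nM / Buffer or medium: KF-containing HEPES buffer, pH 7.45, DTT, CHAPS, BSA / Probe or stimulus: Eu-anti-GST and XL665-anti-Flag labelled anti-tag antibodies / Schedule: 4 h, 22.5 °C incubation / Technique: TR-FRET 671 and 617 nm emission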
PP5 inh: PP5 phosphatase inhibitors, primary screen, biochemical, fluorescence. purified PP5c, OMFP substrate fluorescence. AID 1987, 2009. Serine/threonine-protein phosphatase 5 (Homo sapiens), P53041. inhibition, % at 6.7 µM. 0.18% of 320,000 active;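 active = inhibition above the campaign's mean inhibition across all tested compounds plus 3 SD, cut at about 9.5% in these data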;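 also: 0% = DMSO only and 100% = 100 µM cantharidin control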
EBNA-1 inhibitor: EBNA-1 DNA-binding inhibitors, primary screen, biochemical, fluorescence polarization; AID 1950, 2009; 0.34% of 300,000 active; inhibition, % at 14.8 µM; in the data active = inhibition above about 28%
Efflux pump inh: inhibitors of Candida efflux pumps in yeast, primary screen, S. cerevisiae, Nile Red, multiplex | inhibition, % at 10 µM | 0.44% of 330,000 active | AID 485275, 2010 | S. cerevisiae Candida pump triplex;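 active = plate passing quality check with inhibition over a set limit, or well fluorescence over plate mean plus 4 SD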;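 also: Nile Red retained in pooled yeast measured as flow cytometry median fluorescence; 0% = buffer negative control and 100% = Enniatin B positive control; higher means more Nile Red kept so more efflux inhibition; some compounds called inactive have numbers as strong as hits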
CTSL1 counter: Fasciola hepatica cathepsin L1 inhibitors, primary screen, counter-screen for PFM18AAP inhibitor project, biochemical, QFRET, fluorogenic peptide substrate. recombinant F. hepatica cathepsin L1, Z-Leu-Arg-MCA fluorescence. inhibition, % at 5.96 µM. 0.49% of 300,000 active;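 active = inhibition above the mean of all tested compounds plus 3 SD, set per screening campaign, cut at about 17% in these data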;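 also: 0% = plate median of test compound wells and 100% = 1 µM Z-Phe-Ala-diazomethylketone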
PREPL inh: PREPL enzyme inhibitors, primary screen, biochemical, fluorescence polarization | inhibition, % at 5.96 µM | 0.68% of 320,000 active | Prolyl endopeptidase-like (Homo sapiens), Q4J6C6 | recombinant PREPL, fluorescence polarization activity-based probe; in the data active = inhibition above about 43%;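 also: 0% = enzyme with DMSO and 100% = wells lacking enzyme; many of its hits are not listed in these tables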
Target sequence (Q4J6C6 whole entry, looked up): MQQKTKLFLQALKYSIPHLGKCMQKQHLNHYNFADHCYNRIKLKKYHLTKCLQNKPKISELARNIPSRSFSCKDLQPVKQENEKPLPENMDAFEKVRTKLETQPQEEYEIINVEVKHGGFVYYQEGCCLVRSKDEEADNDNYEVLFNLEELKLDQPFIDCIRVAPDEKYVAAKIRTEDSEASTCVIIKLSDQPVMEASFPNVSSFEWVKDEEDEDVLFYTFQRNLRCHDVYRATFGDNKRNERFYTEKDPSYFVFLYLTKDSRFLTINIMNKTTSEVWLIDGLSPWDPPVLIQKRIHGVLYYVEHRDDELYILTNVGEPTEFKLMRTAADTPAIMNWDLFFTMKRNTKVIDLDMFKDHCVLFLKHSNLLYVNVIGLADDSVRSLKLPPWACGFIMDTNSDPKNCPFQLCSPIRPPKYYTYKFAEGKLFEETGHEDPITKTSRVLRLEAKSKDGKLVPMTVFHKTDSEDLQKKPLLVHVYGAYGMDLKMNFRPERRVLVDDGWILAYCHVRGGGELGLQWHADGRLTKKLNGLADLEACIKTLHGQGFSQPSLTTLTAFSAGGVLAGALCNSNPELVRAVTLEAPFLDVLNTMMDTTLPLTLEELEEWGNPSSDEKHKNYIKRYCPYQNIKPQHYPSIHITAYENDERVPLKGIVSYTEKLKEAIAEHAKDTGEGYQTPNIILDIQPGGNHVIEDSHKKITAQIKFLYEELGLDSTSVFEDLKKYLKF
PP1 inh: PP1-alpha phosphatase inhibitors, primary screen, counter-screen for PP5 inhibitor project, biochemical, fluorescence, OMFP substrate, single point; Serine/threonine-protein phosphatase PP1-alpha catalytic subunit (Homo sapiens), P62136; AID 2235, 2010; 0.9% of 320,000 active; purified PP1alpha; inhibition, % at 6.7 µM;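 active = inhibition above the mean inhibition of all tested compounds plus 3 SD, computed separately for each screening campaign, cut at about 15% in these data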
Target sequence (P62136 whole entry, looked up): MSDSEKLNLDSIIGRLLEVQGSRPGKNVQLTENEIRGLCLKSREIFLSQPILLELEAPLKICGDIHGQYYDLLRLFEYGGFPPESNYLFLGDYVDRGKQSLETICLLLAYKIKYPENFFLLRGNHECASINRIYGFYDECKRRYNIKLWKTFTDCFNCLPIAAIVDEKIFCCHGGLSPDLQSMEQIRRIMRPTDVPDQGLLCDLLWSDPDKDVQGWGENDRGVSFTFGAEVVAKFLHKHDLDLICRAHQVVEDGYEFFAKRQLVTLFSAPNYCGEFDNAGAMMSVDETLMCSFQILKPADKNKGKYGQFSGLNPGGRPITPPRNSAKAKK
ZTA counter: counter-screen for EBNA-1 inhibitors: inhibitors of Epstein-Barr virus ZTA. P03206. inhibition, % at 11 µM. 0.15% of 320,000 active. ZTA-DNA binding, fluorescence polarization; in the data active = inhibition above about 33%
The depositor's hits bear a star.

A first look, 2 compounds:
Molecule,PREPL inh,core dimer inh,CTSL1 counter,EBNA-1 inhibitor,PP5 inh,PP1 inh,ZTA counter,Efflux pump inh,TPT1 inhibitor
CCOC(=O)CCC(=O)Nc1ccc(S(=O)(=O)N2CCC(C)CC2)cc1,-1,0,-1,-3,3.6,-1,-5,0.0,1
CC(=O)[C@H]1[C@H](CCc2ccccc2)NC(=O)N(Cc2ccccc2)[C@@H]1C,10,6,2,4,-0.4,-1,-1,0.0,3

The list itself, repeating the preview:
Molecule,PREPL inh,core dimer inh,CTSL1 counter,EBNA-1 inhibitor,PP5 inh,PP1 inh,ZTA counter,Efflux pump inh,TPT1 inhibitor
CCOC(=O)CCC(=O)Nc1ccc(S(=O)(=O)N2CCC(C)CC2)cc1,-1,0,-1,-3,3.6,-1,-5,0.0,1
CC(=O)[C@H]1[C@H](CCc2ccccc2)NC(=O)N(Cc2ccccc2)[C@@H]1C,10,6,2,4,-0.4,-1,-1,0.0,3
O=C(NCCC1=CCCCC1)C1CCN(S(=O)(=O)c2cnc[nH]2)CC1,7,1,0,-1,2.4,-4,-4,0.0,-2
Cc1cccc(N(CC(=O)NC(C)C)C(=O)CCC(=O)Nc2ccccn2)c1,3,-11,-2,-6,-5.6,-8,-15,0.1,0
Cc1ccc(CN2CC34C=CC(O3)C(C(=O)NCc3ccco3)C4C2=O)cc1 (centres undefined),2,0,-3,12,0.6,2,-5,-0.1,-5
COc1cc(C)c(N(C(C)=O)c2ccccc2)c(C)c1,5,-1,1,1,1.0,0,9,0.1,-5
C/C(CC(=O)Nc1ccc(Cl)cc1C(F)(F)F)=N\NC(=O)c1cccs1,14,-3,-5,11,-0.3,-1,-1,0.0,-1
c1ccc(-n2nnc(-c3nccs3)n2)cc1,7,9,-3,5,0.7,-1,-9,0.0,-2
CSc1ccccc1NC(=O)CN1CC(C)OC(C)C1 (centres undefined),8,0,4,-4,2.5,-5,6,0.0,-2
COc1ccc(C(=O)NC2CC2)cc1OC1CCN(Cc2ccccc2F)CC1,1,-1,-4,7,2.2,0,-12,-0.1,1
CC(=O)CC(C)(C)S(=O)(=O)c1ccc(Oc2ccc(S(=O)(=O)C(C)(C)CC(C)=O)cc2)cc1,18,3,0,-1,-1.7,1,6,0.1,-2
CCOC(=O)c1c(-c2ccccc2)oc2ccc(O)c(CN3CCCC3)c12,4,-4,2,0,-2.5,-1,20,0.0,-2
CC(C)(C)C1CCc2onc(C(=O)Nc3ccc(F)cc3F)c2C1 (centres undefined),12,3,3,3,6.4,0,-4,0.0,-1
Cc1[nH]nc(-c2ccc(OCc3cnn(-c4ccccc4)c3)c(C)c2O)c1Oc1ccccc1,-1,2,-1,2,2.0,2,15,-0.1,-4
COc1cc(C(=O)N2CCN(C(=O)c3cccc4ccccc34)CC2)cc(OC)c1OC,0,-11,2,9,-0.7,-2,-2,-0.1,-2
Cn1nc(C(F)(F)F)c(-c2ccccc2)c1NC(=O)CCC(=O)O,0,1,0,-3,1.0,-5,17,-0.1,0
O=C(c1cc([N+](=O)[O-])cc([N+](=O)[O-])c1)N1CCN(Cc2ccc3c(c2)OCO3)CC1,16,2,-1,2,7.4,-1,-9,-0.1,-2
CCc1ccc(CNC(=O)C2CCC(=O)N(CCc3ccc(Cl)cc3)C2)nc1 (centres undefined),-3,0,0,-7,2.0,2,4,3.9,-1
Cc1nn2c(-c3ccccc3)nnc2c2ccccc12,8,4,0,7,-0.8,-4,-10,-0.3,-3
CC(C)c1ccccc1NC(=O)c1cccnc1,3,-9,-1,1,-0.1,-1,2,0.1,-3
O=C(NC1CCS(=O)(=O)C1)c1cccc(Cl)c1 (centres undefined),0,-4,0,7,-0.4,-4,1,0.0,-1
COc1cc(CNC2CCCCC2)c(Br)cc1OC1CCCC1,1,2,-2,6,-1.1,-7,-6,-0.1,0
O=C(NNC(=O)c1cc(-c2ccncc2)nc2ccccc12)c1cccc(Cl)c1,-1,-6,1,9,1.2,-1,-11,0.1,-3
CC1CCN(C(=O)CN2C(=O)COc3ccc(Cl)cc32)CC1,5,-1,5,-15,-2.4,3,16,0.1,1
O=C(/C=C/c1cccc(C(F)(F)F)c1)N1CCN(c2ccccn2)CC1,0,7,0,-4,1.0,4,-8,-0.4,2
COc1cccc(CN2CCN(Cc3cc4ccccc4o3)CC2CCO)c1 (centres undefined),2,10,-4,6,0.6,-3,9,0.0,-2
COc1ccc(CCC(C)N2CCc3ccccc3C2)cc1 (centres undefined),1,-3,1,-2,3.7,0,-8,0.1,1
COc1ccc(/C(C)=N/NS(=O)(=O)c2cc(C)ccc2C)c(OC)c1,-15,2,-3,-4,2.8,1,-9,0.0,-2
CCOC(=O)CCSc1nc(C(C)(C)C)cc(C(F)(F)F)c1C#N,12,6,3,-3,2.0,0,11,0.1,1
CCCCCN(C(=O)CCC(=O)OCc1cccc(C)c1)c1c(N)n(CCCC)c(=O)[nH]c1=O,19,-4,1,6,0.6,-2,0,0.2,-1
Cn1cnc2cc(NCc3ccccc3O)ccc21,-1,-12,-1,-7,1.2,-2,-23,0.2,3
COc1ccc(NS(=O)(=O)c2cc(OCC(N)=O)c(C)cc2Cl)cc1,10,-8,-4,-10,2.0,4,-1,0.5,2
Cc1cc(C(F)F)n2nc(C(=O)Nc3ccc(S(=O)(=O)N4CCCC4)cc3)nc2n1,-8,-2,-4,3,2.5,-2,4,0.0,2
CCOc1cc(S(=O)(=O)NCC2OCCc3ccccc32)c(OCC)cc1-n1cnnn1 (centres undefined),-5,0,-2,2,1.1,-2,4,0.0,-1
Cc1cc(C)cc(Oc2ccc(S(=O)(=O)N3CCN(C)CC3)cn2)c1,-8,-2,0,-3,-0.8,-4,15,-0.1,-6
COc1cccc(OCCOc2ccccc2[N+](=O)[O-])c1,8,6,-3,-11,4.0,-4,2,0.3,3
Cc1cc(N(C)C)ccc1[N+](=O)[O-],-2,-2,4,-9,-2.2,-1,11,-0.1,0
COC(=O)C1=C(N)Oc2cc(C)n(Cc3cccnc3)c(=O)c2C1c1ccccc1OC (centres undefined),16,4,-3,-14,1.1,7,-5,0.3,3
COC(=O)CNC(=O)c1cccc(F)c1,20,-2,8,2,2.4,-2,-30,-0.2,-7
Cc1ccc(C(=O)N(C)CC(=O)Nc2cccc(C)c2C)o1,14,7,7,6,-0.8,1,21,-0.2,-2
COc1ccc(N2C(=O)C(CC(=O)O)S/C2=N\N=C\c2cccs2)cc1 (centres undefined),3,-4,-5,-5,0.7,-4,-3,-0.3,-3
COc1ccccc1N1CCN(C(c2cc3cc(C)ccc3[nH]c2=O)c2nnnn2C2CCCC2)CC1 (centres undefined),2,8,-2,-7,0.7,1,-4,0.1,2
CCOC(=O)C1(Cc2cccc(OC)c2)CCN(Cc2cccc(OCC)c2O)CC1,15,-1,1,3,1.1,-1,5,0.0,-3
O=C(Nc1nnc(-c2ccccn2)o1)c1cccc(Br)c1,8,-7,5,-1,0.6,15*,0,-0.5,-4
Cc1ccccc1C1=NC(C(F)(F)F)(C(F)(F)F)c2c(n(-c3ccc(F)cc3)c(=O)[nH]c2=O)N1,10,-7,4,0,-0.2,0,-3,0.6,3
Cc1nc2cc(Cl)c(Cl)cc2n1CCCO,7,3,1,8,-1.9,-4,-2,-0.1,4
CC(=O)c1cccc(NC(=O)c2cc(-c3ccco3)nc3ccccc23)c1,2,40,-2,-5,0.1,2,4,-0.1,9
COc1ccccc1CNC(=O)Cn1c(=O)oc2cc(S(=O)(=O)N3CCCC3)ccc21,9,-2,-2,3,0.9,1,1,0.2,3
Cn1c(CSCc2ccc(Cl)cc2Cl)n[nH]c1=S,-4,-2,-1,-7,-2.2,3,14,0.2,9
O=C(Nc1c(-c2ccccc2)nc2ccccn12)c1cccc(F)c1,-9,-3,2,-10,0.5,1,-10,0.2,0
CC(C)(C)c1ccc(Oc2ncccc2NC(=O)c2cccs2)cc1,-3,7,3,5,1.6,0,17,-0.1,4
CCCc1cc(=O)oc2cc(OCC(=O)NC(Cc3ccc(Cl)cc3)C(=O)O)ccc12 (centres undefined),17,6,7,5,2.2,-1,-11,0.0,-4
COc1ccc(C)cc1NC(=O)c1sc2ncnc(N3CCN(c4ccccn4)CC3)c2c1C,-8,0,-3,-2,1.3,3,5,0.7,0
Nc1cc(Cl)ccc1C(=O)OCC(=O)NC(=O)NCc1ccccc1,-8,5,-1,4,2.9,0,-6,-0.1,-5
COc1ccc(COCC(O)CN(Cc2ccco2)Cc2ccccc2O)cc1 (centres undefined),-6,1,2,-10,6.7,-2,-8,0.8,0
COc1ccccc1CN1[C@@H](CC(C)=O)c2cc(C(F)(F)F)ccc2S1(=O)=O,-4,3,-1,-1,2.0,4,8,-0.1,1
CC1N=C(N)C(c2nc3ccccc3n2C)=C1O (centres undefined),10,-18,0,0,3.9,8,4,0.0,-6
Cn1cc(P(=S)(N2CCOCC2)N2CCOCC2)cc1P(=O)(N1CCOCC1)N1CCOCC1,12,-5,-8,-12,-1.1,0,3,0.0,-2
CCC1(CC)Cc2ccccc2C2=C(C(=O)N3CCCCC3)C(=O)C(=O)N21,-3,11,2,8,0.0,4,4,0.0,-1
CCCCNC(=O)c1onc(CSc2cc(C)cc(C)c2)c1C(=O)O,-3,7,2,14,-4.2,1,-15,-0.2,0

Remaining list, next part
Molecule,PREPL inh,core dimer inh,CTSL1 counter,EBNA-1 inhibitor,PP5 inh,PP1 inh,ZTA counter,Efflux pump inh,TPT1 inhibitor
Cc1noc(C)c1S(=O)(=O)Nc1cccc(C(F)(F)F)c1,8,-8,-2,-1,3.4,-1,-19,-0.1,-2
Cc1ccc(-c2nnc(SCC(=O)O)n2N)cc1,9,-1,0,-1,0.1,-2,6,0.0,0
COc1ccc(C(=O)NCC(O)CN2CCOCC2)cc1[N+](=O)[O-] (centres undefined),0,-9,-3,-3,2.2,-3,3,-0.2,1
O=C(CN1CCN(c2ccc(O)cc2)CC1)Nc1cc([N+](=O)[O-])ccc1Cl,52*,9,2,-1,2.0,4,8,-0.2,1
CNC(=O)C(=O)Nc1c(O)c2ccccc2[nH]c1=O,13,1,1,-2,-0.2,-5,-9,-0.1,3
O=c1oc2ccccc2cc1-c1csc(Cc2nc(-c3ccc(Cl)cc3)cs2)n1,-7,-17,-2,15,-1.1,-3,8,0.2,0
CC(C)(C)C(=O)NC1(C(F)(F)F)NC(=O)N(CCc2ccccc2)C1=O (centres undefined),0,-4,-2,-5,-0.9,2,-9,0.0,-2
S=c1[nH]c2ccccc2n1Cc1ccccc1,-6,-3,-1,-17,4.5,2,-4,0.1,-1
CCCC(=O)NC(c1ccc2c(c1)OCO2)c1cc(Cl)c2cccnc2c1O (centres undefined),9,-1,1,-16,3.4,20*,-16,-0.1,-4
c1coc(-c2nnc(NC3=NCCC3)o2)c1,2,-2,0,1,-0.7,1,4,-0.2,-3
O=S(=O)(c1ccc(Cl)cc1)N1CCC(O)(CN2CCN(Cc3ccccc3)CC2)CC1,-1,-2,-2,-2,0.4,-1,-22,-0.3,-6

Bioassay records: PubChem, several laboratories

Only part of the results is shown; count on the stated rates, not on these rows.
